TDP1 cell noCPT: qHTS for Inhibitors of human tyrosyl-DNA phosphodiesterase 1 (TDP1): qHTS in cells in absence of CPT | DT40 Tdp1-/- hTDP1 cells, no CPT, ATP luminescence, 48 h | Potency, µM (top dose mostly 46.2 µM), for the others: top-dose activity change, negative = growth inhibition, most hits filed as inhibitors | 15% of 420,000 active | AID 686978, 2013; also: nearly all actives have a fitted effect of over 55% in size
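Chicken DT40 Tdp1-/- cells complemented with human TDP1, screened without camptothecin (DMSO vehicle only), 400 cells/well. Compounds pin-transferred, cells incubated at 37 °C for at least 48 hr. Growth read as ATP-dependent luminescence (CellTiter-Glo, 30 min at RT).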
N370S GC: N370S glucocerebrosidase modulation, Gaucher chaperone candidate | P04062 | N370S GC spleen homogenate, 4MU-glucoside fluorescence | Potency, µM (doses to about 59.4 µM), without a hit: top-dose activity change, negative = inhibition, usual class: inhibitors | 0.092% of 330,000 active;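 also: 0% = full enzyme activity and -100% = no enzyme basal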
TDP1 inh: blocks human tyrosyl-DNA phosphodiesterase 1 | 0.28% of 350,000 active | Potency, µM (top dose mostly 130 µM), for the others: top-dose activity change, negative = inhibition, most hits filed as inhibitors | Q9NUW8 | recombinant TDP1, AlphaScreen DNA substrate cleavage; also: nearly all actives have a fitted effect of over 40% in size
Target sequence (Q9NUW8 whole entry, looked up): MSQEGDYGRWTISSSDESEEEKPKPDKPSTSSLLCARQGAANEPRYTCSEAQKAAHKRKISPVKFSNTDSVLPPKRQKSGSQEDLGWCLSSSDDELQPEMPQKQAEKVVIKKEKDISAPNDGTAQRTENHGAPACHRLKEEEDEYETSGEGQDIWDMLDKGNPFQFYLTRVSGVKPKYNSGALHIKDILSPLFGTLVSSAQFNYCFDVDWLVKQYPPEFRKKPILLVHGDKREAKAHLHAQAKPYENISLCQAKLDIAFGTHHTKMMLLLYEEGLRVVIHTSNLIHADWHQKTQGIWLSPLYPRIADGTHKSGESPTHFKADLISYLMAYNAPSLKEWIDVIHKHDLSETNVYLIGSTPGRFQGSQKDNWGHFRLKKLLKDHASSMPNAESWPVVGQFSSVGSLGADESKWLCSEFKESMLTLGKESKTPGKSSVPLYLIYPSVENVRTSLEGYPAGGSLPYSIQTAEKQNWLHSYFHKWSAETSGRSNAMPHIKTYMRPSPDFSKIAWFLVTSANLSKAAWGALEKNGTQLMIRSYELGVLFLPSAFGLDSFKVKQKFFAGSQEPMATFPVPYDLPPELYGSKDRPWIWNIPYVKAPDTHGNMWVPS
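Enzyme-compound mixtures sat 15 min at room temperature, followed by a 5 min reaction with 15 nM final substrate and 10 min with AlphaScreen beads. Recombinant human Tdp1 was used at 1 nM final.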
Starred values were filed as active, the others as inactive; ? = inconclusive; . = no result given; [ ] = remark or other dose. Calls follow the shape of the dose curve; as a rule, active = well fitted curve in the direction sought with a large enough effect; inconclusive = small, poorly fitted or top-dose-only effect, or another doubt; inactive = no such curve, though single readings can be large; an effect the other way counts as inactive or inconclusive. Unless noted, % is scaled to controls: 0 for no effect and ±100 for the full control effect; potency is read from the fitted curve at half-maximal effect. A portion of the library (hit frequency here may not be typical).

Screens in order: TDP1 inh	TDP1 cell noCPT	N370S GC
#1 O=C(c1cnc2n(c1=O)CCS2)N1CCN(C(c2ccccc2)c2ccc(Cl)cc2)CC1 (stereo not given)
  5%	21µM*	0%
#2 CCn1c(Cc2ccccc2)nnc1SCC(=O)NC1CC1
  5%[56.1 µM]	-4%	3%
#3 COC(=O)CCC(=O)NC(=S)Nc1ccccc1F
  0%	-6%	-10%
#4 O=S(=O)([N-]c1nc2ccccc2nc1-n1cc[n+](Cc2ccccc2)c1)c1ccc(Br)cc1
  6%	?	19%
#5 COc1cc(OC)c(OC)cc1CN1CCN(c2ccc(F)cc2)CC1
  .	?	-1%
#6 Cc1cc(C)c2nc(-c3ccccn3)cc(C(=O)NCc3cc(C)n(C)n3)c2c1
  0%	?	-1%
#7 CC(C)(C)C(=O)Nc1ccc(-c2nc3ccccc3s2)cc1
  -3%	?	.
#8 CSCCC(NC(=O)c1ccco1)C(=O)NCc1ccc(F)cc1 (stereo not given)
  2%	-2%	19%
#9 Cc1ccc(C2NC(=O)c3c(sc4c3CCN(C)C4)N2)o1 (stereo not given)
  3%	-21%	23%
#10 Clc1ccc(Cn2nnc(-c3ccc(CN4CCOCC4)cc3)n2)cc1
  4%	?	-13%
#11 CCOC(=O)c1sc2nc(CSc3ccccc3)nc(N3CCC(C(N)=O)CC3)c2c1C
  4%	23µM*	-17%
#12 COc1ccc(/C=C/C(=O)O)cc1S(=O)(=O)NCc1ccccc1
  1%	-6%	-10%
#13 CCCN(CC(=O)Nc1ccccc1C)C(=O)c1ccc(S(=O)(=O)N2CCCCCC2)cc1
  2%	0%	-8%
#14 CCOC(=O)c1c(C)oc2c1C(=O)c1ccccc1C2=O
  5%	4.1µM*	6%
#15 CCOc1ccc(C(=O)COC(=O)c2cccc(-n3cnnn3)c2)cc1
  3%	-15%	-1%
#16 O=C(COC(=O)C1CC1)Nc1ccc([N+](=O)[O-])cc1C(F)(F)F
  2%	-1%	.
#17 COc1ccc(NC(=O)CN2CCN(C3c4ccccc4-c4ccccc43)CC2)cc1
  9%	?	?
#18 O=c1[nH]c2ccccc2n2cnnc12
  2%	-5%	-5%
#19 O=C(CSc1ncnc2sc3c(c12)CCCCC3)NCc1ccco1
  2%	9.2µM*	?
#20 O=C(c1ccccc1SCc1ccccc1)N1CCCCCC1
  3%	?	4%
#21 O=C(CNC(=O)c1ccccc1Br)NNC(=O)c1cccs1
  -8%	4%	0%
#22 C=C1C2CC[C@@]3(C)C(c4ccoc4)OC(=O)C[C@@]13OC1CC(=O)C(C)(C)C(C(O)C(=O)OC)[C@]12C (stereo not given in full)
  11%	?	-16%
#23 CCOC(=O)C1(CC2CC2)CCN(Cc2ccc(C(=O)OC)cc2)CC1
  2%	23µM*	-7%
#24 Cc1ccc2cc(/C=N/NC(=O)c3ccccc3[N+](=O)[O-])c(Cl)nc2c1
  -3%	?	2%
#25 COc1ccc(CC(=O)N2CCN(c3ccccc3)CC2)cc1OC
  .	?	-13%
#26 O=C(NCc1ccco1)c1cc(S(=O)(=O)NC2CC2)ccc1Br
  -10%	-10%	.
#27 CCOc1ccc(NC(=O)c2c(NCc3cccs3)sc3c2CCC(C)C3)cc1 (stereo not given)
  6%	?	.
#28 COc1cccc(OCCOCC(O)CN2CCN(Cc3ccc(Cl)cc3)CC2)c1 (stereo not given)
  4%	?	-13%
#29 CC1(C)Cc2c(cnn2-c2ccccc2)C(NC(=O)c2ccoc2)C1 (stereo not given)
  4%	-22%	-3%
#30 CN(C)S(=O)(=O)N1CCC(Oc2ccc(C(=O)NC3Cc4ccccc4C3)cc2)CC1
  6%	16µM*	-2%
#31 CC1CN(C(=O)CN2C(=O)c3ccccc3S2(=O)=O)CC(C)O1 (stereo not given)
  -6%	-11%	7%
#32 COc1cc(NC(=O)CN2C(=O)C(=O)N(CC(C)C)C2=O)cc(OC)c1
  -4%	1%	-23%
#33 CC(C)c1nc2cc(C(=O)N3CCNC(=O)C3c3cccc(F)c3)ccc2o1 (stereo not given)
  2%	-25%	-2%
#34 NS(=O)(=O)c1cccc(NS(=O)(=O)c2ccc3ccccc3c2)c1
  .	-11%	4%
#35 CCCCNC(=O)N1CCOCCOCCN(C(=O)NCCCC)CCOCCOCC1
  1%	-7%	-4%
#36 COc1ccc(OC)c(Nc2c3c(nc4ccccc24)CCC3)c1
  9%	0.58µM*	3%
#37 CN(C)c1ccc(C(CNS(=O)(=O)c2ccc(Br)cc2)N2CCCC2)cc1 (stereo not given)
  4%	?	.
#38 COc1ccc([N+](=O)[O-])cc1N(CC(O)CN(CC(C)C)CC(C)C)S(=O)(=O)c1ccc(C)cc1 (stereo not given)
  0%	23µM*	-17%
#39 Cc1cccc(C)c1NC(=O)NCc1ccco1
  .	-7%	3%
#40 COc1ccc(/C=C(\C#N)C(=O)OCC(=O)Nc2c(C)cccc2C(C)C)cc1
  -3%	-14%	25%

An excerpt from above in order of length of the SMILES, lowest first.
Screens in order: TDP1 inh	TDP1 cell noCPT	N370S GC
#36 COc1ccc(OC)c(Nc2c3c(nc4ccccc24)CCC3)c1
  9%	0.58µM*	3%
#29 CC1(C)Cc2c(cnn2-c2ccccc2)C(NC(=O)c2ccoc2)C1 (stereo not given)
  4%	-22%	-3%
#37 CN(C)c1ccc(C(CNS(=O)(=O)c2ccc(Br)cc2)N2CCCC2)cc1 (stereo not given)
  4%	?	.

(more compounds)
Screens in order: TDP1 inh	TDP1 cell noCPT	N370S GC
#41 O=C(CN1CCN(Cc2ccc(Cl)cc2)C1=O)NCc1ccc(F)cc1
  2%	?	.
#42 CC(C)c1ccc(NC(=O)c2cccn2-c2nnc(N3CCCCC3)s2)cc1
  -3%	?	.
#43 C=C(C)CN(CC)c1ccc(N2C(=O)CCCC2=O)cc1[N+](=O)[O-]
  .	?	-6%
#44 Cc1ccc(C)c(NS(=O)(=O)c2cc(C(=O)Nc3ccccc3-c3ccccc3)ccc2C)c1
  -2%	?	17%
#45 COc1cccc(NC(=O)CCC(=O)N2CC(C)Oc3ccc(C)cc32)c1 (stereo not given)
  .	?	-1%
#46 CCCS(=O)(=O)c1nc(S(=O)(=O)c2ccc(C)cc2)c(N2CCC(C(N)=O)CC2)s1
  3%	-14%	-14%
#47 COC(=O)c1c(NC(=O)C(=O)N2CCOCC2)sc2c1CCCC2
  3%	3%	15%
#48 O=C(Nc1ccccc1Cl)c1ccc2nc(N3CCOCC3)sc2c1
  .	-24%	-5%
#49 COc1ccc(-c2c(-c3cc(OC)cc(OC)c3)n(C)c3ccc(-c4ccn[nH]4)cc23)cc1
  6%	26µM*	.
#50 Cc1nn(Cc2ccc(C(=O)Nc3ccc(C(=O)OC(C)C)cc3)o2)c(C)c1Cl
  -5%	?	15%
#51 Cc1c(Cl)cccc1NC(=O)COC(=O)Cn1cnc2c1c(=O)n(C)c(=O)n2C
  1%[56.1 µM]	17%	.
#52 C=CCN(CC=C)C(=O)CN1C(=O)NC(C)(c2ccc3cc(OC)ccc3c2)C1=O (stereo not given)
  .	-21%	-9%
#53 CC1(C)Cc2c(sc3c2c(=N)n(Cc2ccco2)c(=O)n3CC(=O)Nc2ccccc2)CO1
  4%	?	-5%
#54 COc1ccc(C=C2C(=O)c3ccccc3C2=O)cc1O
  5%	0%	-1%
#55 CCOC(=O)c1c(C2CC2)csc1NC(=O)COC(=O)c1cc(OC)c(OC)cc1[N+](=O)[O-]
  2%	21µM*	?
#56 O=C(COC(=O)CCc1nc2ccccc2s1)Nc1ccc(S(=O)(=O)N2CCOCC2)cc1
  7%	-12%	?
#57 CCOc1cc(/C=N/NC(=O)c2ccc(=O)n(C)c2)ccc1O
  .	-5%	-5%
#58 C#Cc1ccc([C@H]2C=C(C(=O)NC3CC3)O[C@@H](OCC)[C@@H]2CCCO)cc1
  4%	23µM*	-5%
#59 O=S(=O)(N/N=C\c1ccc(-c2ccccc2Cl)o1)c1ccccc1
  ?	11µM*	3%
#60 Cc1ccc(NC(=O)C2CCN(S(=O)(=O)c3c(C)[nH]c(=O)[nH]c3=O)CC2)cc1
  0%	-9%	-5%
#61 CC1(C)Cc2c(sc3c2c(N)nc(=S)n3Cc2ccccc2)CO1
  0%	.	10%
#62 CCCN(CCC)C(=O)c1ccc2c(c1)S(=O)(=O)c1ccccc1C2=O
  6%	-19%	-8%
#63 COC(=O)c1cc(Br)c(=O)n(CCN(C(C)C)C(C)C)c1
  2%	-3%	1%
#64 Cc1cc(C)n(S(=O)(=O)c2ccc(Cl)cc2)n1
  2%	-1%	3%
#65 Cc1cc(Nc2ccccc2C(=O)O)n(-c2ccc([N+](=O)[O-])cc2)n1
  7%	-24%	-4%
#66 Cc1cccc(C)c1N(CC(=O)N(C)Cc1ccccc1)S(C)(=O)=O
  .	-8%	-8%
#67 COc1ccccc1Nc1nnc(SCc2cc(=O)n3ccsc3n2)s1
  -1%	23µM*	-8%
#68 CC(=O)Nc1ccc2oc(-c3ccccc3Br)nc2c1
  3%	-6%	6%
#69 Cc1ccccc1N1CCN(CC(=O)Nc2nc(C)c(C(=O)N(C)C)s2)CC1
  5%	-2%	-6%
#70 Nn1c(SCC(=O)NCC2CCCO2)nnc1-c1ccc(OC(F)F)cc1 (stereo not given)
  89µM*	0%	-6%
#71 COc1ccc([C@@H]2CC=C(C(=O)O)[C@H](c3ccc(C)cc3)N2S(=O)(=O)c2ccccc2C)cc1
  1%	-25%	.
#72 O=C(Nc1ccc([N+](=O)[O-])cn1)C1CC1
  4%	-29%	1%
#73 C/C(=N\OC(=O)Nc1ccccc1)c1cnn(-c2cc(C(F)(F)F)cc(C)n2)c1C
  0%	-24%	5%
#74 CCOC(=O)N/N=C\c1cccc(OC)c1
  6%	-16%	10%
#75 CCOc1ccc(NC(=O)CCc2nnc3ccc(N4CCN(C)CC4)nn23)cc1
  2%	27%	0%
#76 O=C(NCCO)c1cccc(Cl)c1
  4%	-7%	5%
#77 COc1ccc(NC(=O)COC(=O)[C@@H]2CCCN2C(=O)c2cccs2)cc1
  8%	1%	24%
#78 COC(=O)CCc1c(C)c(C(=O)c2cc(OC)c(OC)c(OC)c2)c2ccccn12
  .	?	-4%
#79 COC(=O)c1ccc(OC(=O)CCN2C(=O)C3C4c5ccccc5C(c5ccccc54)C3C2=O)cc1 (stereo not given)
  1%	-8%	2%
#80 CCS(=O)(=O)C1=NSC2=NC(=O)/C(=C\c3ccc(OS(=O)(=O)c4ccccc4)cc3)C(=N)N21
  -10%	-23%	-15%

Profiles from above. Order of values: TDP1 inh | TDP1 cell noCPT | N370S GC
Entry for CCCN(CCC)C(=O)c1ccc2c(c1)S(=O)(=O)c1ccccc1C2=O → 6% | -19% | -8%
Entry for COC(=O)c1cc(Br)c(=O)n(CCN(C(C)C)C(C)C)c1 → 2% | -3% | 1%
Entry for CCOC(=O)N/N=C\c1cccc(OC)c1 → 6% | -16% | 10%

(further entries)
Screens in order: TDP1 inh	TDP1 cell noCPT	N370S GC
#81 COc1ccc(C2SC[C@@H](C(=O)O)N2C(C)=O)cc1 (stereo not given in full)
  4%	-4%	-1%
#82 O=C1c2cccnc2C(=O)N1Cc1ccc(S(=O)(=O)NCc2ccco2)s1
  7%	16%	-5%
#83 Cc1ccc(NC(=O)CSCc2cnn(-c3ccccc3)c2-n2cccc2)c(C)c1
  4%	16µM*	.
#84 COCCCNc1nc2ccccc2nc1NS(=O)(=O)c1ccccc1
  0%	-13%	7%
#85 C=CCNC(=O)CC12CC3CC(C1)CC(CC(=O)NCC=C)(C3)C2
  .	-16%	16%
#86 CCCc1cc(=O)[nH]c(SCC(=O)NCC2COc3ccccc3O2)n1 (stereo not given)
  1%	23%	.
#87 CCc1nnc(NC(=O)CC(CN(C)S(=O)(=O)c2ccccc2)c2ccccc2)s1 (stereo not given)
  7%	?	4%
#88 Cc1nn(-c2ccccc2)c(OC(=O)c2ccc(Cl)cc2)c1S(=O)(=O)c1ccccc1
  -2%[12.3 µM]	-24%	.
#89 COCCOc1cc(NC(=O)c2ccccc2)c(Cl)cc1Cl
  0%	?	10%
#90 Cc1onc(-c2ccccc2Cl)c1C(=O)OCC(=O)N1CCCCC1
  -3%	-29%	.
#91 CCC(C)(C)NC(=O)Cc1ccc(OC)c(OC)c1
  -1%	-1%	9%
#92 COCCNC(=O)c1cccc(OC2CCN(Cc3ccc(F)c(OC)c3)CC2)c1
  .	-16%	2%
#93 O=C(Nc1nccs1)c1ccc(COc2ccc(Cl)cc2)o1
  -1%	-28%	-12%
#94 NC(=O)C1CCN(C(=O)CSc2ncccn2)CC1
  4%	4%	2%
#95 NNc1nnc2c3cc(F)ccc3n(CCc3ccccc3)c2n1
  .	16µM*	-15%
#96 NC(=O)CC(NC(=O)c1ccccc1)c1ccc(NC2CCCC2)c([N+](=O)[O-])c1 (stereo not given)
  -1%	18µM*	4%

High-throughput results as filed in PubChem.
